Screens deposited in PubChem by National Center for Advancing Translational Sciences (NCATS).
PTHR1 ag: activates the human parathyroid hormone receptor PTHR1. HEK293 GP2 PTHR1 cells, GloSensor cAMP luminescence, 1 h. Potency, µM (titrated, usually from 115 µM), without a hit: at the highest dose activation, hits mostly activators. 410,000 compounds, 0.075% hits. AID 743266; note: potency is the fitted concentration of half-maximal effect; nearly all actives have a fitted effect of over 55% in size; some results filed as inactive show a strong effect at the top dose; inactives centre near -15; many of its hits are not listed in these tables
Target sequence (Q03431 whole entry, looked up): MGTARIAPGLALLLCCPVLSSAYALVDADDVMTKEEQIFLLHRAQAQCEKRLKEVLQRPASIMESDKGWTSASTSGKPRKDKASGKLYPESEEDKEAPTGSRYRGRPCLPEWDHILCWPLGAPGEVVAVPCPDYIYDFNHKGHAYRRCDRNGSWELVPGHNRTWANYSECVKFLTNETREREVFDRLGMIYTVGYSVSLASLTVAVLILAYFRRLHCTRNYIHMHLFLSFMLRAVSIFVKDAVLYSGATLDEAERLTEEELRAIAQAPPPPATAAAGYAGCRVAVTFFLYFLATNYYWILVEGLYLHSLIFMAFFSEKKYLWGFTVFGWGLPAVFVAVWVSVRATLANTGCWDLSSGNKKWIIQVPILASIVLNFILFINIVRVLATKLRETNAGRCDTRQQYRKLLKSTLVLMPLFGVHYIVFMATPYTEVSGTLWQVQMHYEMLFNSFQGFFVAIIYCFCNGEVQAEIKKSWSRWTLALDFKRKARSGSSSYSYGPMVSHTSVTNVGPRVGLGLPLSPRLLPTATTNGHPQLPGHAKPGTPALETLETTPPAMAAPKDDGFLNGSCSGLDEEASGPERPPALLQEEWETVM
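HEK-293-derived GP2 cells expressing PTHR1 and a GloSensor cAMP reporter, 3,000/well, plated overnight, given luciferin plus IBMX (each 0.5 mM as added) for 1 h at 37 °C, then compound for 1 h at 37 °C. Luminescence was read after 15 min at room temperature.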
GLP-1R inv ag: inverse agonists of human GLP-1 receptor; P43220; HEK293 GLP-1R CRE-luciferase, luminescence, 24 h; GLP-1R form is constitutively active; Potency, µM (titrated, usually from 38.3 µM), for inactives: top-dose activity change, negative = inhibition, usual class: inhibitors; 410,000 compounds, 1.6% hits; AID 624417; note: potency is the fitted concentration of half-maximal effect; % is set by controls: 0 for no effect and ±100 for the full control effect; nearly all actives have a fitted effect of over 55% in size
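Readout was luciferase luminescence, measured 12 min after detection reagent at room temperature. Beforehand, GLP-1R reporter HEK293 cells had sat 12 h, then received compounds for 24 hr at 37 deg C.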
aSyn rescue: inhibitors of alpha-synuclein toxicity in yeast; Potency, µM (titrated, usually from 46.1 µM), inactives show top-dose growth rescue (activation), actives largely listed as activators; 370,000 compounds, 0.14% hits; Yeast expressing alpha-synuclein, growth rescue, BacTiter-Glo, 24 h; AID 652106; note: potency is the fitted concentration of half-maximal effect; % of control where 0% means no effect; nearly all actives have a fitted effect of over 65% in size
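Readout is rescue of growth in alpha-synuclein-expressing yeast, so inhibitors of toxicity appear as activators. Growth after 24 hr at 30 deg C in galactose medium is quantified by luminescence.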
GLP1R ag: GLP-1 receptor (human) agonism; 380,000 compounds, 0.007% hits; Potency, µM (top dose mostly 45.6 µM), without a hit: at the highest dose activation, hits mostly activators; P43220; HEK293 GLP-1R CRE-luciferase, luminescence, 4-6 h; cells express a hypersensitive GLP-1R form; note: potency is the fitted concentration of half-maximal effect; % of control where 0% means no effect
GLP1R cytotox: cytotoxic in the GLP-1 receptor inverse agonist counter-screen | AID 624418 | 410,000 compounds, 0.13% hits | HEK293 cAMP-luciferase reporter cells, luminescence, 24 h | Potency, µM (highest dose often 38.3 µM), for the others: at the highest dose activity change, negative = inhibition, most hits filed as inhibitors;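 note: loss of luciferase light is scored as toxicity; potency is the fitted concentration of half-maximal effect; % is set by controls: 0 for no effect and ±100 for the full control effect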
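Seeding density was 200 cells/uL; after overnight-length (12 h) culture, 23 nL compounds went on for 24 h at 37 °C. Readout used a luciferase detection reagent, luminescence taken after 12 min at room temperature.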
TDP-43 yeast inh: rescues yeast growth from TDP-43 toxicity; TDP-43 expressing yeast growth rescue, BacTiter-Glo, 24 h; Potency, µM (titrated, usually from 46.1 µM), inactives show at the highest dose growth rescue (activation), usual class: activators; 410,000 compounds, 1.8% hits; AID 652104; note: potency is the fitted concentration of half-maximal effect; % of control where 0% means no effect; nearly all actives have a fitted effect of over 50% in size
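Growth rescue of TDP-43-toxic yeast measured as ATP luminescence (BacTiter-Glo). Cells grown to mid-log in raffinose, induced in galactose at OD600=0.02, exposed to compound 24 hr at 30 deg C.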
KB-V1 MDR tox: KB-V1 MDR subline cytotoxicity | 400,000 compounds, 3.4% hits | Potency, µM (highest dose often 46.1 µM), without a hit: top-dose activity change, negative = cytotoxicity, usual class: cytotoxic | KB-V1 MDR cells viability, CellTiter-Glo, 72 h; note: potency is the fitted concentration of half-maximal effect; % is set by controls: 0 for no effect and ±100 for the full control effect; nearly all actives have a fitted effect of over 60% in size
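KB-V1, DMEM (no phenol red) + 10% FBS; cpd pin-transferred, titration series; 72 h, 37 degrees C; CellTiter-Glo, luminescence. Data normalized, curve-fit.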
DRD3 agonist: activates the human D3 dopamine receptor | 410,000 compounds, 0.58% hits | max activation, % | AID 652048 | D3R DiscoveRx beta-arrestin cells, luminescence, 90 min; in the data active = max activation above about 30%; note: 0% is about no effect; mostly tested at two doses, the higher about 12 µM
Target sequence (P35462 whole entry, looked up): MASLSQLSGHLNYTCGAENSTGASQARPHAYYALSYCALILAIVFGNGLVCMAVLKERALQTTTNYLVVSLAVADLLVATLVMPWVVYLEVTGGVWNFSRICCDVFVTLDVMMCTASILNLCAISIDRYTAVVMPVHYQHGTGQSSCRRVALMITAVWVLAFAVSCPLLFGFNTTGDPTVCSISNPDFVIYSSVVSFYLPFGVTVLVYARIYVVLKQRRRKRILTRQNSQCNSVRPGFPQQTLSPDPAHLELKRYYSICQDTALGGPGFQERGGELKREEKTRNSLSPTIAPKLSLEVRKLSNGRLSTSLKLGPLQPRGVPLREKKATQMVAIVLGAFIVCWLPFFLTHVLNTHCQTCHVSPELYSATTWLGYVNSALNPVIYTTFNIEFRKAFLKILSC
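Agonist-mode cell screen: cells plated at 1500/well and incubated overnight at 37 °C, then exposed to library compounds for 90 min at 37 °C. Detection reagent was added for 30–60 min at room temperature, and luminescence was read.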
DRD3 antagonist: blocks the human D3 dopamine receptor | P35462 | D3R cells, DiscoveRx beta-arrestin luminescence, antagonist mode; hits give low values | max response, negative = inhibition, % | 360,000 compounds, 2.5% hits; in the data active = max response below about -50%; inconclusive = no clear call, values can overlap the other calls; note: % is set by controls: 0 for no effect and ±100 for the full control effect; mostly tested at two doses, the higher about 12 µM
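Cells plated overnight at 1500 cells/well, then exposed to library compounds with dopamine controls for 90 minutes at 37 degrees C. DiscoveRx reagent added for 30–60 minutes at room temperature; luminescence read, quantitative HTS format.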
* marks the source's active call; other numbers are inactive results; i = inactive; ? = inconclusive; / = no result given; [ ] = another dose, or the depositor's remark. Unless noted, calls come from the whole dose curve; as a rule, active = well fitted curve in the direction sought with a large enough effect; inconclusive = small, poorly fitted or top-dose-only effect, or another doubt; inactive = no such curve, though single readings can be large; an effect the other way counts as inactive or inconclusive. Some of the compounds tested, so the mix of outcomes need not match the whole.

nr	smiles	PTHR1 ag	GLP-1R inv ag	aSyn rescue	GLP1R ag	GLP1R cytotox	TDP-43 yeast inh	KB-V1 MDR tox	DRD3 agonist	DRD3 antagonist
1	Cc1ccc(NC(=O)c2c(NC(=O)CCC(=O)O)sc3c2CCCCC3)cc1	-10.8%	27.1%	0.4%	7.6%	4.5%	10.0%	?	-2.4	-2.0
2	O=C1CCC/C=C/C[C@H](CC(=O)N(CCO)Cc2ccccc2)C(=O)N[C@@H](Cc2ccccc2)CO1	-20.7%	-4.4%	-6.3%	2.8%	-15.8%	-1.3%	16.1%	-11.7	-4.5
3	O=C(O)CSc1nnc(-c2ccccc2)o1	i	11.5%	-0.8%	-10.0%	1.4%	7.1%	9.3%	-3.0	-2.7
4	O=C(/C=C/c1ccco1)NCCCN1CCN(CCCNC(=O)/C=C/c2ccco2)CC1	i	23.0%	0.1%	-1.7%	-2.5%	8.3%	26.3%	1.8	23.6
5	COc1ccc(NC(=O)Cn2c(=O)n(Cc3ccccc3OC)c(=O)c3cccnc32)cc1Cl	i	5.9%	/	/	-2.8%	24.7%	/	4.9	/
6	CCCCn1c(=O)[nH]c(=O)c2c1nc(CN1C(=O)c3ccccc3S1(=O)=O)n2CCC	-9.2%[57.5 µM]	-0.1%	-6.9%	3.6%	-11.7%	5.3%	10.1%	-0.6	17.3
7	CCOC(=O)c1ccc2[nH]c3c(c2c1)CCCC3C(=O)OCC (stereo not given)	-12.7%[57.5 µM]	5.01µM*	-14.4%	19.8%	-9.2%	?	-1.3%	1.3	16.0
8	Cc1ccc(Cl)cc1NC(=S)N(C)N	i	-17.5%	1.9%	2.1%	-0.8%	12.2%	?	1.6	2.3
9	COc1ccc(CC(=O)NNC(=O)c2ccc(Br)s2)cc1OC	-9.4%	5.1%	0.0%	4.8%	-6.3%	-9.8%	13.5%	7.5	12.3
10	CCOc1ccc(CN2CCN(Cc3cccn3-c3ncccn3)CC2CCO)cc1 (stereo not given)	-9.9%	?	-1.7%	13.7%	349.8%[activator]	-22.1%	-3.3%	-19.7	-26.1

One compound at a time, as listed above. Screens in order: PTHR1 ag	GLP-1R inv ag	aSyn rescue	GLP1R ag	GLP1R cytotox	TDP-43 yeast inh	KB-V1 MDR tox	DRD3 agonist	DRD3 antagonist
O=C(/C=C/c1ccco1)NCCCN1CCN(CCCNC(=O)/C=C/c2ccco2)CC1 is listed as i	23.0%	0.1%	-1.7%	-2.5%	8.3%	26.3%	1.8	23.6
Cc1ccc(Cl)cc1NC(=S)N(C)N is listed as i	-17.5%	1.9%	2.1%	-0.8%	12.2%	?	1.6	2.3

Next section:
nr	smiles	PTHR1 ag	GLP-1R inv ag	aSyn rescue	GLP1R ag	GLP1R cytotox	TDP-43 yeast inh	KB-V1 MDR tox	DRD3 agonist	DRD3 antagonist
11	CCN(CCS(=O)(=O)c1ccc(Br)cc1)Cc1nc2ccccc2c(=O)[nH]1	-16.9%	2.9%	-3.5%	2.0%	-12.9%	11.5%	-28.7%	4.7	-2.5
12	Nn1c(SCC(=O)Nc2ccccc2F)nnc1-c1cccnc1	-3.0%[57.5 µM]	1.3%	3.1%	-7.5%	15.8%	0.0%	0.4%	0.1	6.6
13	CCN(CC)C(=O)CSc1ncnc2sccc12	-9.4%	1.8%	-0.9%	8.3%	-2.3%	-13.2%[9.22 µM]	-2.7%	0.6	1.3
14	Cc1cc(C)cc(-n2ccnc2SCC(=O)Nc2ccc3c(c2)OCCO3)c1	-13.9%[57.5 µM]	?	21.1%	2.0%	12.8%	10.0%	0.0%	-2.9	-20.3
15	COc1ccc(Cc2nn3c(Cn4nnc5ccccc54)nnc3s2)cc1	-6.1%[57.5 µM]	1.7%	-1.6%	5.3%	-8.6%	?	?	2.3	22.4
16	COc1ccc2c(c1)CCc1c-2nc2ccccc2c1N1CCOCC1	-14.2%	-9.8%	-14.1%	-14.1%	6.0%	?	?	-4.1	-19.4
17	COc1ccccc1CNC(=O)COc1ccc(C)nc1[N+](=O)[O-]	i	49.4%[activator]	-0.1%	7.2%	1.4%	8.1%	?	1.2	-22.7
18	CCOc1cc(C(N)=O)cc(Br)c1OC	-6.7%[57.5 µM]	?	-1.6%	-10.3%	-13.4%	-2.6%	4.9%	-3.4	-4.3
19	O=C(CSc1nnc(-c2ccco2)o1)NCC(=O)c1ccccc1	i	-0.5%	10.5%	-3.8%	1.8%	-12.2%	3.6%	-10.4	?
20	CNc1ccc(/C=C(\CCC(=O)O)c2nc3ccccc3s2)cc1[N+](=O)[O-]	i	59.4%[activator]	-27.0%	1.6%	?	12.6%	-2.0%	-12.8	?
21	CC1CCCC(C)N1c1nnc(NC(=O)Cn2c(=O)oc3ccccc32)s1 (stereo not given)	i	-24.8%	0.0%	-3.4%	-9.4%	13.1%	0.0%	0.7	2.7
22	CC1(C)Cc2c(C#N)c(OCC(=O)c3ccc(Cl)cc3)nc(-c3ccoc3)c2CO1	i	47.2%[activator]	-1.3%	1.4%	18.1%	-8.2%	?	3.7	-6.1
23	COc1ccc(C(C)(C)C)cc1NC(=O)c1cc(S(=O)(=O)N(C)C)ccc1N1CCCC1	i	-15.4%	0.3%	6.4%	18.2%	-17.6%	23.1µM*	-7.3	-8.6
24	Cc1occc1C(=O)NNC(=O)COc1ccc(Br)cc1Br	-16.5%	12.4%	-3.1%	0.2%	1.3%	4.6%	14.6µM*	-5.5	-9.7
25	COc1ccc(CN(C)C(=O)[C@H](Cc2ccccc2)NC(=O)c2ccco2)c(OC)c1	-0.4%	-13.6%	-7.4%	18.9%	-7.2%	20.2%	?	-3.8	37.5
26	CCCN(CCC)CC(O)Cn1cc(/C=C/C(=O)c2ccc(Br)cc2)c2ccccc21 (stereo not given)	-13.9%	1.4%	7.9%	-4.4%	40.7%[activator]	-3.7%	0.0%	-15.8	/
27	O=C(NC1CCCN(Cc2ccc(Cl)cc2)C1)c1cccc(F)c1 (stereo not given)	-21.2%	?	-0.9%	8.0%	8.9%	11.6%	-1.1%	-16.6	?
28	CCOC(=O)C1CCCN(C(=O)c2ccc3oc(CCc4ccccc4)nc3c2)C1 (stereo not given)	-28.0%	?	-1.6%	-8.5%	2.0%	19.4%	-18.5%	-10.8	-16.5
29	CN(C)CCNC=C(C(=O)Nc1ccc(Cl)cc1Cl)C(=O)Nc1ccc(Cl)cc1Cl	-8.8%	0.0%	-17.4%	-1.0%	28.9%	17.1%	?	-1.8	-29.1
30	CC(=O)Oc1ccc(N2C(=O)C3C4C=CC(C5CC45)C3C2=O)cc1[N+](=O)[O-] (stereo not given)	i	11.8%	?	-10.4%	15.9%[1.53 µM]	?	-0.4%	-12.2	-17.4
31	CN(c1ccc(OCC(=O)OCC(=O)Nc2ccccc2F)cc1)S(=O)(=O)c1cccs1	i	7.8%	5.8%	-4.1%	-2.9%	20.2%	-1.5%	6.2	9.5
32	COCCn1nnnc1C(c1ccc(OC)cc1)N1CCN(c2ccccc2F)CC1 (stereo not given)	-33.7%[inhibitor][57.5 µM]	-23.4%	10.0%	-3.6%	-15.4%	10.6%	-5.2%	2.5	39.4
33	COc1ccc(NC(=O)CSc2ccccc2)cc1S(=O)(=O)N1CCOCC1	i	31.6%[activator]	-0.8%	-17.1%	-3.1%	4.4%	?	-0.5	11.4
34	O=c1c(-c2nn[nH]n2)coc2ccc(Cl)cc12	i	-4.7%[0.307 µM]	-0.2%	-15.0%	-1.0%[0.307 µM]	?	-1.6%	-0.4	-11.0
35	CC(=O)N1CCc2c(sc(NC(=O)c3ccc(S(=O)(=O)N(C)C)cc3)c2C#N)C1	-2.6%	1.0%	5.4%	4.8%	2.8%	12.2%	-1.5%	-1.8	-23.7
36	O=[N+]([O-])c1ccc(S(=O)(=O)N/N=C/c2ccco2)cc1	i	12.5%	1.4%	-9.3%	1.6%	9.7%	-1.5%	-2.3	-5.7
37	O=C(CCCn1c(SCc2cc(=O)n3ccccc3n2)nc2ccccc2c1=O)NCC1CCCO1 (stereo not given)	-46.9%[inhibitor]	-2.8%	-4.1%	4.3%	8.2%	-23.0%	-21.0%	0.2	-6.6
38	COc1ccc(CCNC(=O)CCCC(=O)n2nc(C)c3ccccc32)cc1OC	i	17.8%	6.3%	19.3%	-3.3%	-1.3%	-19.8%	3.7	-0.8
39	Cc1ccc(C)c(N2CCN(C(=O)Cn3cnc4nc5c(cc4c3=O)CCCC5)CC2)c1	-91.3%[inhibitor]	-1.6%	/	/	3.3%	-4.8%	-0.1%	8.5	/
40	CCOc1cc2[nH]c(=O)n(CCCCCC(=O)NCc3ccco3)c(=O)c2cc1OCC	i	13.6%	-9.2%	1.4%	10.2%	?	6.8%	-3.3	2.2
41	CN(C)S(=O)(=O)c1cccc(NC(=O)COC(=O)c2ccc3c(c2)OCO3)c1	i	0.6%	5.1%	-0.1%	14.5%	-23.6%	?	-7.6	8.4
42	COc1ccccc1C(=O)Cc1ccccc1	i	9.4%	3.3%	10.0%	10.6%	20.5%	/	4.2	2.9
43	Cc1ccc(S(=O)(=O)N2C[C@H]3C(=O)C[C@@H](c4ccccc4F)N(S(=O)(=O)c4ccc(C)cc4)[C@H]3C[C@H]2c2ccccc2)cc1	-6.7%	?	-2.1%	-0.6%	10.2%	4.3%	23.2%	-7.8	-5.3
44	Nc1ccc2c(c1)C(=O)c1cc(Cl)c(Cl)cc1-2	i	?	0.5%	5.3%	-9.2%	?	-6.2%	-9.4	0.5
